AmpC detergent = blocks E. coli AmpC beta-lactamase in detergent assay. AmpC hydrolysis of nitrocefin, absorbance 480 nm, 0.01% Triton. Potency, µM (doses to about 114 µM), inactives show at the top dose activity change, negative = inhibition, hits mostly inhibitors. 370,000 tested, 0.041% active;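 also: potency is read from the fitted curve at half-maximal effect; 0% = no-compound wells and -100% = no-enzyme wells; nearly all actives have a fitted effect of over 25% in size; some results filed as inactive show a strong effect at the top dose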
Target sequence (P00811 whole entry, looked up): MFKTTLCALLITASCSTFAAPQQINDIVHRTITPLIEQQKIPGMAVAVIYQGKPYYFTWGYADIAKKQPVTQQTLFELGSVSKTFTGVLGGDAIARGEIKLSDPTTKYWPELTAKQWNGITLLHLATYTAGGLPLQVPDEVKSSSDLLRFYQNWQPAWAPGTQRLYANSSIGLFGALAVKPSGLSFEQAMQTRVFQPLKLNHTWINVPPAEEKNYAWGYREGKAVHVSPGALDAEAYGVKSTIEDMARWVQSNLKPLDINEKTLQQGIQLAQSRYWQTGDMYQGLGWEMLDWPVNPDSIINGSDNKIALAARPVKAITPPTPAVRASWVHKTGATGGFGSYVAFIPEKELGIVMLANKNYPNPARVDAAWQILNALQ
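20 mM phosphate pH 7.0 + 0.01% (detergent screen) or 0.0001% Triton X-100; 5.3 nM AmpC reagent; cpd preinc 15 min RT; nitrocefin (800 uM stock) to start; A480 q20 s × 4 min; Activity was normalised to no-enzyme and no-compound control wells.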
AMA1-RON2 inh = AMA1-RON2 (P. falciparum) interaction inhibition. AlphaScreen AMA1-biotinylated RON2 peptide binding. Potency, µM (series often up to 58.2 µM), for the others: at the top dose activity change, negative = inhibition, hits mostly inhibitors. 360,000 tested, 0.2% active;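 also: potency is read from the fitted curve at half-maximal effect; 0% = vehicle wells and -100% = peptide control; nearly all actives have a fitted effect of over 45% in size; some results filed as inactive show a strong effect at the top dose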
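AMA1 (3D7) with his tag at 25 nM final met compounds first, then biotinylated RON2 peptide at 25 nM; detection used donor plus acceptor beads, 10 µg/mL apiece, read by AlphaScreen after 30 min at room temperature.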
Sm TGR block = blocks Schistosoma mansoni thioredoxin glutathione reductase | Potency, µM (titrated, usually from 114 µM), for inactives: at the highest dose activity change, negative = inhibition, usual class: inhibitors | purified TGR, DTNB reduction, TNB absorbance 405 nm | 360,000 tested, 3% active | AID 485364 | Q962Y6; also: potency is read from the fitted curve at half-maximal effect; nearly all actives have a fitted effect of over 60% in size
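TGR 20 nM + NADPH 100 uM (dispensed conc.), cpd preinc 15 min RT; start with NADPH (500 uM addition) then DTNB (15 mM addition). Kinetic TNB absorbance, 405 nm filter. Four-parameter Hill fit across titration.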
HCV inhibitor = blocks hepatitis C virus; Potency, µM (top dose mostly 41.8 µM), for inactives: top-dose activity change, negative = inhibition, most hits filed as inhibitors; 340,000 tested, 3.4% active; AID 651820; Huh7.5.1 HCVcc-Cre infection, luciferase reporter, 44 h; also: potency is read from the fitted curve at half-maximal effect
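A cell-based infection assay in which seeded cells (1,000 per well) receive test compound after 4 h, are inoculated with HCVcc-Cre at approximately 0.5 moi, and are incubated 44 h before luminescence detection.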
Giardia FBPA inh = blocks Giardia fructose-bisphosphate aldolase activity; AID 2451; purified Giardia FBPA; 290,000 tested, 0.71% active; A8B2U2; Potency, µM (highest dose often 59.6 µM), for the others: top-dose activity, negative = inhibition, most hits filed as inhibitors; also: potency is read from the fitted curve at half-maximal effect; nearly all actives have a fitted effect of over 55% in size
Target sequence (A8B2U2 whole entry, looked up): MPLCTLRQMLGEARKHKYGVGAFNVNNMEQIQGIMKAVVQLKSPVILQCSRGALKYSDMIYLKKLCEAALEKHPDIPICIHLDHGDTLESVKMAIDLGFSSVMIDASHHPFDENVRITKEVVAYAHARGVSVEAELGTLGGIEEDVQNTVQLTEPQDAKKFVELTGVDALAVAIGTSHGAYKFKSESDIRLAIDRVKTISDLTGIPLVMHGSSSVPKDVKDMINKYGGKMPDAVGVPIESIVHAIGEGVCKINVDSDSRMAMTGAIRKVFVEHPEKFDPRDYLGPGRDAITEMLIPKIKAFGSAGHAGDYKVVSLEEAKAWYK
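40 nM FBPA preincubated 10 min at RT with compound (up to 57.5 uM final), then substrate plus GAPDH/TPI/NAD/arsenate coupling and diaphorase/resazurin added. Fluorescence read after 20 min at RT, 525/598 nm.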
HCMV antiviral = human cytomegalovirus inhibition | HFF cells, HCMV-luciferase reporter, 72 h; active compounds read low | activity change, negative = inhibition, % at 57.5 µM | 410,000 tested, 4.5% active; in the data active = activity change below about -60%; inconclusive = no clear call, values can overlap the other calls; inactive = above about -39%
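After 16 h attachment at 37C, HFF cells received test compound and HCMV-luciferase (1 PFU/cell); reporter luminescence read 72 h later, data normalized against buffer-only and known inhibitor Salinomycin.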
* = called active by the depositor; [ ] = remark or other dose. Unless noted, calls follow the shape of the dose curve; as a rule, active = well fitted curve in the direction sought with a large enough effect; inconclusive = small, poorly fitted or top-dose-only effect, or another doubt; inactive = no such curve, though single readings can be large; an effect the other way counts as inactive or inconclusive. Unless noted, % is scaled to controls: 0 for no effect and ±100 for the full control effect.

What do the screens show for `Cc1noc(C)c1CSCC(=O)Nc1cc(C(F)(F)F)ccc1N1CCCCC1`?
AmpC detergent: 11%; AMA1-RON2 inh: -25%; Sm TGR block: 0%; HCV inhibitor: inconclusive; HCMV antiviral: -14

How did COc1ccc(CN(C(=O)Cn2nnc(-c3ccc(C)o3)n2)C(C(=O)NCC2CCCO2)c2ccco2)cc1 (configuration not stated) do in these assays?
AmpC detergent: -4%; AMA1-RON2 inh: -20%; Sm TGR block: 3%; HCV inhibitor: -5%; Giardia FBPA inh: 1%; HCMV antiviral: 3

How did C[C@H](CO)N1C[C@H](C)[C@@H](CN(C)C(=O)Nc2ccc3c(c2)OCO3)Oc2ccc(NC(=O)C3CCCCC3)cc2C1=O do in these assays?
AMA1-RON2 inh: -1%; HCV inhibitor: -6%; HCMV antiviral: -21

Results for CCNC(=S)NNC(=O)C1CCCCC1 ?
AmpC detergent: 0%; AMA1-RON2 inh: 63%[activator]; Sm TGR block: -17%; HCV inhibitor: 23%; Giardia FBPA inh: -3%; HCMV antiviral: -16

What do the screens show for `Cc1ccccc1C(=O)N1CCC(C(=O)N2CCN(S(=O)(=O)c3ccccc3F)CC2)CC1`?
AmpC detergent: -1%; AMA1-RON2 inh: -27%; Sm TGR block: -24%; HCV inhibitor: 3%; Giardia FBPA inh: 0%; HCMV antiviral: -9

How did CCCCn1c(N)c(N(Cc2ccccc2OC)C(=O)COc2ccccc2C#N)c(=O)[nH]c1=O do in these assays?
AmpC detergent: -9%; AMA1-RON2 inh: 22%; Sm TGR block: 14%; HCV inhibitor: 12%; Giardia FBPA inh: 5%; HCMV antiviral: -29

Results for COc1cccc(CNC(=O)c2cc3cccc4c3n2CC(C)S4)c1OC (configuration not stated) ?
AmpC detergent: -1%; Sm TGR block: 4%; HCMV antiviral: 0

How did Cn1c(N)c(C(=O)CSc2nc(N)cc(=O)[nH]2)c(=O)n(C)c1=O do in these assays?
AmpC detergent: 4%; AMA1-RON2 inh: -9%; Sm TGR block: -3%; HCV inhibitor: 4%; Giardia FBPA inh: 15%; HCMV antiviral: -8

Results for O=[N+]([O-])c1ccc(N2CCCCC2)cc1N1CCOCC1 ?
AmpC detergent: inconclusive; AMA1-RON2 inh: -9%; Sm TGR block: -1%; HCV inhibitor: 7%; Giardia FBPA inh: -1%; HCMV antiviral: 1

Results for Cc1ccc(NC(=O)CSc2n[nH]c(-c3ccncc3)n2)cc1 ?
AmpC detergent: inconclusive; AMA1-RON2 inh: 0%; Sm TGR block: 5%; HCV inhibitor: 12%; Giardia FBPA inh: -6%; HCMV antiviral: 16

How did CCC(C(=O)NC1CCCC1)N(C(=O)Cn1nnc(-c2ccc(C)o2)n1)c1cccc(O)c1 (configuration not stated) do in these assays?
AmpC detergent: -7%; AMA1-RON2 inh: -10%; Sm TGR block: inconclusive; HCV inhibitor: inconclusive; Giardia FBPA inh: -8%; HCMV antiviral: inconclusive

Results for O=C(Nc1nc(-c2ccc(F)cc2)cs1)c1cnccn1 ?
AmpC detergent: inconclusive; AMA1-RON2 inh: 161%[activator]; Sm TGR block: 5%; HCV inhibitor: 7%; Giardia FBPA inh: -3%; HCMV antiviral: -34

Results for C1CN(c2nc3nonc3n3nnnc23)CCO1 ?
AmpC detergent: -8%; AMA1-RON2 inh: -7%; Sm TGR block: 6%; HCV inhibitor: 18%; Giardia FBPA inh: 2%; HCMV antiviral: inconclusive

How did O=C(C1CCN(Cc2nc(Cc3cccc(F)c3)no2)CC1)N1CCOCC1 do in these assays?
AmpC detergent: -3%; AMA1-RON2 inh: 0%; Sm TGR block: -14%; HCV inhibitor: 15%; Giardia FBPA inh: 0%; HCMV antiviral: -23

What do the screens show for `O=C(CSc1nc(=O)n(CCCN2CCOCC2)c2c1CCC2)Nc1ccc(F)cc1F`?
AmpC detergent: 0%; AMA1-RON2 inh: -8%; Sm TGR block: -2%; HCV inhibitor: 7%; HCMV antiviral: 12

What do the screens show for `Cc1cc(C)c(C#N)c(SCC(=O)NN2CC(=O)N(c3ccccc3F)CC2=O)n1`?
AmpC detergent: -6%; AMA1-RON2 inh: 6%; Sm TGR block: -5%; HCV inhibitor: 23%; Giardia FBPA inh: -19%; HCMV antiviral: 1

Results for CC1(C)Oc2ccc3ccc(=O)oc3c2/C(=C/Nc2ccc(O)cc2)C1=O ?
AmpC detergent: 13%; AMA1-RON2 inh: 0%; Sm TGR block: 24%; HCV inhibitor: inconclusive; Giardia FBPA inh: 1%; HCMV antiviral: -85*

What do the screens show for `Nc1nc(-c2ccccn2)nc(N)c1Cc1ccccc1F`?
AmpC detergent: inconclusive; AMA1-RON2 inh: -65%; Sm TGR block: 0%; HCV inhibitor: inconclusive; Giardia FBPA inh: 0%; HCMV antiviral: -102*

How did CCOC(=O)c1cccc(NC(=O)c2cc3ccccc3o2)c1 do in these assays?
AmpC detergent: 2%; AMA1-RON2 inh: 0%; Sm TGR block: 10%; HCV inhibitor: -29%; Giardia FBPA inh: -3%; HCMV antiviral: 60

What do the screens show for `CC(C)Cn1c(C(C)C)nc([N+](=O)[O-])c1Sc1ccc(Cl)cn1`?
AmpC detergent: inconclusive; AMA1-RON2 inh: 3%; Sm TGR block: -28%; HCV inhibitor: inconclusive; Giardia FBPA inh: -4%; HCMV antiviral: -4

Reprinted from above (2 entries):
How did CCOC(=O)c1cccc(NC(=O)c2cc3ccccc3o2)c1 do in these assays?
AmpC detergent: 2%; AMA1-RON2 inh: 0%; Sm TGR block: 10%; HCV inhibitor: -29%; Giardia FBPA inh: -3%; HCMV antiviral: 60

What do the screens show for `CC(C)Cn1c(C(C)C)nc([N+](=O)[O-])c1Sc1ccc(Cl)cn1`?
AmpC detergent: inconclusive; AMA1-RON2 inh: 3%; Sm TGR block: -28%; HCV inhibitor: inconclusive; Giardia FBPA inh: -4%; HCMV antiviral: -4

(listing goes on)
How did OC(CNCC(c1ccco1)N1CCCCC1)c1ccccc1 (configuration not stated) do in these assays?
AmpC detergent: 0%; AMA1-RON2 inh: -12%; Sm TGR block: -4%; HCV inhibitor: -18%; Giardia FBPA inh: inconclusive; HCMV antiviral: -7

What do the screens show for `COc1cccc(NC(=O)CSc2nc(=O)[nH]c3c2CCCC3)c1`?
AmpC detergent: 5%; Sm TGR block: -3%; HCMV antiviral: -24

What do the screens show for `Cc1ccc(S(=O)(=O)N(C)C)cc1NC(=O)c1cc(C(C)(C)C)nn1Cc1ccccc1`?
AmpC detergent: 4%; AMA1-RON2 inh: 0%; Sm TGR block: 8%; HCV inhibitor: 5.6µM*; Giardia FBPA inh: -16%; HCMV antiviral: -25

Results for O=C(CNC(=O)c1ccco1)NCC(c1ccco1)N1CCCCC1 (configuration not stated) ?
AmpC detergent: 6%; AMA1-RON2 inh: 33%[activator]; Sm TGR block: -5%; HCV inhibitor: -1%; HCMV antiviral: -5

How did CCNC(=S)N/N=C(\C)c1cccc([N+](=O)[O-])c1 do in these assays?
AmpC detergent: -1%; AMA1-RON2 inh: -16%; Sm TGR block: -27%; HCV inhibitor: inconclusive; Giardia FBPA inh: -24%; HCMV antiviral: inconclusive

How did C/C(CC(=O)Nc1ccccn1)=N\NC(=O)C(=O)Nc1cccc(C)c1 do in these assays?
AmpC detergent: 3%; AMA1-RON2 inh: 138%[activator]; Sm TGR block: 26%; HCV inhibitor: -5%; Giardia FBPA inh: -1%; HCMV antiviral: -11

What do the screens show for `COc1ccccc1NC(=O)c1ccc([N+](=O)[O-])cc1[N+](=O)[O-]`?
AmpC detergent: -15%; AMA1-RON2 inh: 24%; Sm TGR block: -15%; HCV inhibitor: -1%; Giardia FBPA inh: -18%; HCMV antiviral: 29

How did CN1CCC(N(C)C(=O)COc2ccc(S(=O)(=O)N3CCOCC3)cc2)CC1 do in these assays?
AmpC detergent: 3%; AMA1-RON2 inh: -1%; Sm TGR block: 8%; HCV inhibitor: 9%; Giardia FBPA inh: 3%; HCMV antiviral: -17

What do the screens show for `CN(CC(=O)NCCc1ccc(S(N)(=O)=O)cc1)CC(=O)Nc1ccccc1Cl`?
AmpC detergent: 6%; AMA1-RON2 inh: 11%[11.6 µM]; Sm TGR block: -23%; HCV inhibitor: inconclusive; HCMV antiviral: 18

Results for O=C(OCc1ccccc1F)c1cc([N+](=O)[O-])ccc1N1CCOCC1 ?
AmpC detergent: inconclusive; AMA1-RON2 inh: -22%; Sm TGR block: -2%; HCV inhibitor: 10µM*; HCMV antiviral: 9

What do the screens show for `CC(=O)c1c(-c2ccc(C)cc2)nc2c3ccccc3ccn12`?
AmpC detergent: inconclusive; AMA1-RON2 inh: -5%; Sm TGR block: 0%; HCV inhibitor: inconclusive; Giardia FBPA inh: -2%; HCMV antiviral: 100

How did COc1ccc(OC)c(C(=O)CSc2nnc(-c3ccc(OC)c(OC)c3)o2)c1 do in these assays?
AmpC detergent: 0%; Sm TGR block: 10%; HCV inhibitor: 4%; Giardia FBPA inh: 3%

How did CC(=O)Nc1nc(SCC(=O)Nc2nnc(C)s2)[nH]c(=O)c1NC(=O)c1cccs1 do in these assays?
AmpC detergent: 9%; AMA1-RON2 inh: 2%; Sm TGR block: 21%; HCV inhibitor: 19%; Giardia FBPA inh: 3%; HCMV antiviral: -31

Results for Cc1ccccc1S(=O)(=O)Cc1ccc(C(=O)NCCCN(C)Cc2ccccc2)o1 ?
AmpC detergent: 2%; AMA1-RON2 inh: 7%; Sm TGR block: inconclusive; HCV inhibitor: -8%; Giardia FBPA inh: -2%; HCMV antiviral: 17

Results for COc1ccc(NC(=O)C(=O)NCCN2CCN(C(=O)c3ccc(C(C)(C)C)cc3)CC2)cc1 ?
AmpC detergent: -8%; AMA1-RON2 inh: 7%; Sm TGR block: 0%; HCV inhibitor: 3%; Giardia FBPA inh: -9%; HCMV antiviral: -7

What do the screens show for `Cc1ccc(C)n1-n1c(C)nc2scc(-c3ccccc3)c2c1=O`?
AmpC detergent: 2%; AMA1-RON2 inh: -25%; Sm TGR block: 2%; HCV inhibitor: inconclusive; Giardia FBPA inh: -3%; HCMV antiviral: 56

How did Cc1cccc(OCC(=O)Nc2cc(Cl)ccc2-n2cncn2)c1C do in these assays?
AmpC detergent: -15%; AMA1-RON2 inh: -7%; Sm TGR block: -2%; HCV inhibitor: inconclusive; HCMV antiviral: -8

How did CCn1c(SCC(=O)NC2CC2)nnc1-c1ccc(OC)cc1 do in these assays?
AmpC detergent: 4%; AMA1-RON2 inh: -4%; Sm TGR block: 1%; HCMV antiviral: 15

How did O=S(=O)(Nc1cccc2ccccc12)c1ccccc1F do in these assays?
AmpC detergent: -1%; AMA1-RON2 inh: 7%; Sm TGR block: 0%; HCV inhibitor: 10%; Giardia FBPA inh: -13%; HCMV antiviral: 21

Results for CC(C)N(Cc1ccccc1)C(=O)c1ccc2c(c1)OCO2 ?
AmpC detergent: -1%; AMA1-RON2 inh: 17%; Sm TGR block: -1%; HCV inhibitor: 17%; HCMV antiviral: -3

What do the screens show for `CC1(C2CC2)NC(=O)N(CC(=O)Nc2ccc(Cl)c([N+](=O)[O-])c2)C1=O` (configuration not stated)?
AmpC detergent: -1%; AMA1-RON2 inh: -30%; Sm TGR block: 2%; HCV inhibitor: 12%; HCMV antiviral: -17

From PubChem
